Screening results: PubChem BioAssay, several laboratories
LANA DNA inh – inhibitors of KSHV C-LANA binding to DNA, primary screen, biochemical, fluorescence polarization, FAM-LBS DNA, MBP-C-LANA, single point. inhibition, % at 9 µM. Kaposi's sarcoma herpesvirus LANA C-terminal domain (residues 932-1162) DNA binding. 340,000 compounds, 0.078% hits. AID 504423, 2011;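 active means highest replicate inhibition at or above 60% at 9 µM, even if other replicates fall short; inactive means all replicates below 60% inhibition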;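 further: 0% = neutral control wells and 100% = 4 µM acridine orange control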
V-ATPase pH – regulators of yeast V-ATPase proton pumping, primary screen, pHLuorin cytosolic pH fluorescence; S. cerevisiae; response, % at 10 µM; 350,000 compounds, 0.37% hits; AID 504577, 2011; in the data active means response mostly above about 7.3%, no sharp cut-off; inactive means mostly below about 5.4%; further: actives read high; inactives centre near 0; some compounds called inactive have numbers as strong as hits; reference of the scale not given here
RTF Ca sens inh – cardiac RTF calcium sensitivity inhibitors, primary screen, biochemical, IANBD-TnC fluorescence, EC70 calcium. inhibition, % at 7.15 µM. IANBD-labeled cardiac RTF, Ca2+ fluorescence. AID 493244, 2011. Troponin I, cardiac muscle (Homo sapiens) + Troponin T, cardiac muscle (Homo sapiens) + …. 340,000 compounds, 0.12% hits;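 active means inhibition above the mean inhibition of all tested compounds plus 3 SD, cut at about 17% in these data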;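 further: assay run at fixed EC70 calcium of 1.6 mM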
MOR-DOR ag – agonists of OPRM1-OPRD1 heterodimerization, primary screen, cell-based, luminescence; AID 504326, 2011; activation, % at 9.3 µM; cells; 340,000 compounds, 0.3% hits; in the data active means activation above about 18%;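 further: 0% = vehicle-treated cells and 100% = reference agonist; values of inactives mirror those of a sister screen read the other way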
MOR-DOR inv ag – inverse agonists of MOR-DOR heterodimerization, primary screen, cell-based, luminescence; inhibition, % at 9.3 µM; cell-based MOR-DOR heterodimer luminescence, inverse agonism; 340,000 compounds, 0.21% hits; Mu-type opioid receptor (Homo sapiens) + Delta-type opioid receptor (Homo sapiens), …; in the data active means inhibition above about 22%, passing the limit was not always enough;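 further: 0% = cells with DMSO and 100% = wells without cells with DMSO; values of inactives mirror those of a sister screen read the other way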
Arr AP2 block – inhibitors of beta-arrestin/AP2 binding, primary screen, biochemical, GPCR trafficking, flow cytometry; beta-arrestin 1 C-terminal peptide binding to AP2 beta2-adaptin appendage (human); FITC-arrestin peptide / GST-AP2 beads; AP2 beta2 appendage carries R879A mutation; inhibition, % at 10 µM; 340,000 compounds, 0.31% hits; AID 504490, 2011;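 active means inhibition above a set limit, near 3 SD of compounds lacking own fluorescence, cut at about 54% in these data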;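 further: plate controls were DMSO wells for no effect and 5 µM unlabelled arrestin peptide for full effect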
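Material – AP2 appendage R879A on GSH beads · Buffer or medium – PBS with 0.05% Tween 20 and 0.1% BSA · Probe or stimulus – fluorescein-tagged arrestin peptide at 50 nM final · Incubation – compound with beads 12 min RT, then probe 1 h RT · Detection – high-throughput flow cytometry of beads, ex 488, em 535 nm · Evaluation – percent response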
Wnt act – Wnt/beta-catenin pathway activators, primary screen, cell-based, plate reader, single point; Wnt/beta-catenin reporter cell assay, activator; 300,000 compounds, 1.2% hits; activation, % at 9.35 µM; AID 743398, 2014; in the data active means activation above about 30%, passing the limit was not always enough;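 further: 0% = neutral control wells and 100% = positive control wells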
Pemphigus Ab inh – inhibitors of pemphigus antibody binding to DSG3, primary screen, biochemical, bead-based, flow cytometry, scFv-GFP. Desmoglein-3 (Homo sapiens), P32926. DSG3-coupled beads, scFv-anti-DSG3-GFP binding; active compounds read low. binding (percent of control), % at 10 µM. 310,000 compounds, 0.48% hits. AID 588358, 2011;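 active means binding more than 3 SD below its plate's average and above zero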;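 further: hits lower antibody fragment binding to DSG3; some compounds called inactive have numbers as strong as hits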
Target sequence (P32926 whole entry, looked up, the tested form may be a part): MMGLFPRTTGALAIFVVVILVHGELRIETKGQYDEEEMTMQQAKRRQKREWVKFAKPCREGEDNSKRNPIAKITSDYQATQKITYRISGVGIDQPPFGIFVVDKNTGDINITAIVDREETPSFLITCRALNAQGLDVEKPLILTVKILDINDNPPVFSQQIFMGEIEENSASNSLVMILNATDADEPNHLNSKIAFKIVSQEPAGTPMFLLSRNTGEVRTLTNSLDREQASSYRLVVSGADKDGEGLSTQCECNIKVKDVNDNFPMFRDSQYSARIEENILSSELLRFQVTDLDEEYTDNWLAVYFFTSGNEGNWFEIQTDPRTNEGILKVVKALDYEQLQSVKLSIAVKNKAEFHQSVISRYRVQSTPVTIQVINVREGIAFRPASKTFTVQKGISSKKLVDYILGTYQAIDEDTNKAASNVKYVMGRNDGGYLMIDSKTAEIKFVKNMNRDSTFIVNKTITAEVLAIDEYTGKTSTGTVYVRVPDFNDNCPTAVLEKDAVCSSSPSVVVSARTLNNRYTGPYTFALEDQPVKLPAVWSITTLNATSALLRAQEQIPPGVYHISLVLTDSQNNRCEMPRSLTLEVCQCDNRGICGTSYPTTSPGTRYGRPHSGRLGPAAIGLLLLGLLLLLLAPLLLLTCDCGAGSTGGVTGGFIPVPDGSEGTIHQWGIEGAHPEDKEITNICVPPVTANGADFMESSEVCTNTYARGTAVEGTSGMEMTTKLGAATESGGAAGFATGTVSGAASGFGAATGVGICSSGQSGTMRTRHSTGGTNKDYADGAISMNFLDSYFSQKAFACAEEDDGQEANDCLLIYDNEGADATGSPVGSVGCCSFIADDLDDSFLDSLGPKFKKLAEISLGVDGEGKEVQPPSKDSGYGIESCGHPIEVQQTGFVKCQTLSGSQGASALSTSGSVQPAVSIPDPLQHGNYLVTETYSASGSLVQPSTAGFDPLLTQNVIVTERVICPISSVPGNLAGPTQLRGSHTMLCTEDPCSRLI
cardiac RTF act – cardiac RTF calcium sensitivity activators, primary screen, biochemical, IANBD-TnC fluorescence, EC20 calcium | activation, % at 7.2 µM | IANBD-labeled TnC RTF fluorescence at EC20 calcium; 0% EC20 calcium, 100% full calcium | Troponin I, cardiac muscle (Homo sapiens) + Troponin T, cardiac muscle (Homo sapiens) + … | 340,000 compounds, 0.24% hits;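 active means activation above the mean over all tested compounds plus 3 SD, cut at about 30% in these data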;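 further: rise in fluorescence read as greater calcium sensitivity of cardiac thin filaments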
Keap1-Nrf2 PPI – Keap1-Nrf2 protein-protein interaction inhibitors, primary screen, biochemical, fluorescence polarization, single point. Keap1 Kelch-Nrf2 peptide fluorescence polarization, 1536-well. inhibition, % at 9.4 µM. 340,000 compounds, 0.15% hits. AID 504523, 2011; in the data active means inhibition above about 12%;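 further: human Keap1 Kelch domain with fluorescein labeled Nrf2 9mer peptide probe; 0% = neutral control wells and 100% = peptide positive control; higher means more block of Keap1 binding to Nrf2 peptide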
* hit, by the source's call; nt = no result given.

LANA DNA inh	V-ATPase pH	RTF Ca sens inh	MOR-DOR ag	MOR-DOR inv ag	Arr AP2 block	Wnt act	Pemphigus Ab inh	cardiac RTF act	Keap1-Nrf2 PPI	SMILES
-0.3	7.7	-2.3	-2.9	16.3	2.9	nt	104.2	-7.5	2.5	NC(=O)C1CCN(C(c2ccccc2Cl)c2nnnn2Cc2ccc3c(c2)OCO3)CC1 (centres undefined)
-3.2	-2.4	-8.4	0.3	-1.7	2.8	-1.4	102.9	6.0	-3.3	CCc1noc(C)c1C(=O)N1CCN(S(=O)(=O)c2ccc(C)cc2C)CC1
-3.5	-1.2	-4.8	-0.4	2.0	1.4	13.7	nt	1.4	-2.7	COc1cc2c(cc1OC)CN(C(=O)C(CCSC)NS(=O)(=O)c1ccc(C)cc1)CC2 (centres undefined)
0.0	-2.1	-7.0	-3.3	17.2	0.0	5.0	99.6	-5.3	-0.7	CCC(=O)N1CCc2cc(S(=O)(=O)NCCc3ccc(S(N)(=O)=O)cc3)ccc21
-1.3	4.8	-1.9	-4.5	18.6	0.9	nt	nt	1.3	-1.0	c1ccc2c(c1)CCN2CCN1CCc2ccccc21
-0.1	-1.1	-6.9	-0.1	0.4	2.0	-1.8	nt	-1.9	-6.1	CCN(c1ccccc1)S(=O)(=O)c1ccc(OC)c(NC(=O)C2CC2)c1
0.0	7.3	5.7	-4.3	20.9	-2.0	10.9	98.3	2.0	-6.6	CN(Cc1ccc(F)cc1)C(=O)c1cc(S(=O)(=O)N2CCCCC2)ccc1N1CCOCC1
10.8	-1.5	-10.1	2.5	-13.5	4.4	1.3	96.2	8.4	-1.5	CC1(OC(=O)c2ccco2)C(=O)C=C2C=C(C3CC3)OC=C2C1=O (centres undefined)
0.4	10.1	-6.5	-0.2	0.9	-4.3	-0.9	nt	-0.1	-5.1	O=C(NCCN1CCOCC1)[C@H](Cc1ccccc1)N1C(=O)c2ccccc2C1=O
-0.4	-1.6	-5.4	0.2	-0.8	6.8	-0.6	93.5	0.3	0.4	CCn1c(CNC(=O)C23CC4CC(CC(C4)C2)C3)nnc1SC
-0.7	1.1	-8.4	-0.3	1.7	-4.0	-3.5	79.2	-4.9	-4.6	CCOc1ccc(C(=O)c2nc3c(n2O)CCCCC3)cc1
-0.6	-0.6	3.8	0.5	-2.4	-4.2	nt	101.5	-2.0	-0.9	CC(C)Cc1nc2sc3c(=O)[nH]cnc3c2c2c1CCC2
-7.6	2.0	-8.3	8.3	-36.5	2.9	-5.3	98.2	2.9	-1.9	O=C(NN=Cc1cc(Cl)ccc1[N+](=O)[O-])c1ccco1
-1.3	-3.8	2.0	-0.8	3.8	10.6	-0.3	122.2	-0.5	-3.7	Nc1ccc(-c2nnnn2-c2ccc(N)cc2)cc1
-0.4	-2.7	1.4	1.3	-6.4	-5.1	-1.8	120.8	1.1	-2.6	CN(C)c1nc(Nc2ccc(Cl)c(Cl)c2)nc(N(C)C)n1
0.8	2.0	-3.5	0.0	0.1	32.6	2.6	103.8	-3.7	-2.8	O=C(Nc1ccccc1C(=O)O)c1cccc(S(=O)(=O)Nc2ccc(Br)cc2)c1
4.3	-3.7	-14.9	0.6	-3.5	23.1	5.4	107.3	4.5	0.3	COc1cccc(CN2c3ccc(Br)cc3C(=O)CS2(=O)=O)c1
-3.6	6.0	-14.4	3.6	-19.2	6.5	1.3	99.3	18.4	2.0	CC1(C)c2[nH]c3ccccc3c2C[C@H]2C(=O)N(Cc3ccc(F)cc3)C(=O)N21
0.6	-2.5	-5.6	-2.6	12.1	-11.7	-1.7	90.2	-4.2	1.6	CC[C@@]1(C(=O)OC)N[C@H](CN(C)C(=O)c2ccccc2)[C@@H]2C(=O)N(C)C(=O)[C@@H]21
1.3	-3.1	-5.5	-1.8	8.9	6.7	5.4	121.6	7.0	-0.5	O=C(/C=C/c1ccco1)NC(=S)Nc1ccccc1
0.9	0.8	7.0	-2.0	11.1	1.9	nt	111.8	5.6	-3.0	FC(F)Oc1ccccc1C1CC(c2ccc(Br)s2)Nc2ncnn21 (centres undefined)
-0.7	-1.0	-7.7	-1.9	9.9	-4.6	0.6	84.9	-2.2	-0.8	COc1ccc(N2CCN(C(=O)c3oc4ccccc4c3NC(=O)CCc3cc(OC)no3)CC2)cc1
-0.3	-2.6	-2.8	1.8	-9.4	16.1	1.0	91.2	-0.6	-1.1	Cc1nn(-c2ccccc2)nc1C(=O)Nc1ccc2[nH]ncc2c1
-1.7	1.1	-2.5	0.8	-5.8	4.5	-1.9	98.2	-2.8	4.2	CCC1=NN2C(=N)/C(=C\c3cccn3-c3ccc(Br)cc3)C(=O)N=C2S1
-1.0	1.2	-8.5	0.4	-1.9	2.5	-2.6	104.8	3.9	0.0	O=C(CN1N=C(c2ccc(Cl)cc2)CCC1=O)NCCN1CCc2ccccc2C1

A run of entries from further up, as a working copy:
LANA DNA inh	V-ATPase pH	RTF Ca sens inh	MOR-DOR ag	MOR-DOR inv ag	Arr AP2 block	Wnt act	Pemphigus Ab inh	cardiac RTF act	Keap1-Nrf2 PPI	SMILES
-0.3	7.7	-2.3	-2.9	16.3	2.9	nt	104.2	-7.5	2.5	NC(=O)C1CCN(C(c2ccccc2Cl)c2nnnn2Cc2ccc3c(c2)OCO3)CC1 (centres undefined)
-3.2	-2.4	-8.4	0.3	-1.7	2.8	-1.4	102.9	6.0	-3.3	CCc1noc(C)c1C(=O)N1CCN(S(=O)(=O)c2ccc(C)cc2C)CC1
-3.5	-1.2	-4.8	-0.4	2.0	1.4	13.7	nt	1.4	-2.7	COc1cc2c(cc1OC)CN(C(=O)C(CCSC)NS(=O)(=O)c1ccc(C)cc1)CC2 (centres undefined)

Remaining list, next part
LANA DNA inh	V-ATPase pH	RTF Ca sens inh	MOR-DOR ag	MOR-DOR inv ag	Arr AP2 block	Wnt act	Pemphigus Ab inh	cardiac RTF act	Keap1-Nrf2 PPI	SMILES
1.3	-4.0	-5.2	-1.1	7.0	0.7	nt	95.2	-4.3	1.0	c1coc(CNc2nc3nonc3nc2NCc2ccco2)c1
0.8	-3.4	-2.8	0.8	-3.6	32.0	1.3	92.8	-3.3	0.4	CC(C)C[C@H](NC(=O)C1CCC(CNC(=O)[C@@H]2CCCN2C(=O)OC(C)(C)C)CC1)C(=O)O (some centres undefined)
1.8	1.7	0.9	-0.4	1.9	2.1	-3.3	86.3	3.7	-1.3	O=S(=O)(c1cc(O)ccc1O)c1cccc2c(S(=O)(=O)c3cc(O)ccc3O)cccc12
-1.0	-2.5	6.2	-1.1	4.5	22.9	1.2	97.5	4.6	-1.3	CN(CC(=O)Nc1ccc(Cl)c(S(=O)(=O)N2CCOCC2)c1)C(=O)c1cccs1
-0.5	-1.1	-2.2	-0.8	4.4	-6.9	-1.8	101.8	-2.9	1.0	O=C(Cn1c(NCCCO)nc2ccccc21)c1ccco1
2.3	-0.3	8.6	4.1	-21.2	-7.8	-1.1	105.3	-0.5	4.2	Cc1ccc(/C(=N\O)c2oc3c(C)c4oc(=O)cc(C)c4cc3c2C)cc1
-0.6	2.3	3.9	-4.1	20.0	0.5	-3.0	98.9	5.8	0.6	Cc1nn(-c2ccccc2)c(Cl)c1/C=C(\CC(=O)O)c1nc2ccccc2s1
nt	5.4	5.5	-0.9	4.2	1.7	-4.5	99.0	2.3	8.1	Cc1cccc(C)c1NC(=O)Cn1cc(C=O)c2ccccc21
-0.8	-2.8	-1.3	-0.3	2.7	35.5	-0.4	nt	-1.6	2.1	O=C(CNC(=O)c1ccc(=O)[nH]c1)Nc1ccc(F)c(F)c1
6.2	-0.1	-10.6	-1.9	9.3	-26.7	3.5	nt	8.0	8.6	Cc1ccc(/C=N/n2c(-c3ccc(Cl)cc3)n[nH]c2=S)o1
-0.7	5.5	-3.2	0.3	-1.7	3.8	-1.4	101.8	7.0	-4.6	Cc1ccc(OCc2nnc(SCC(=O)O)n2N)cc1
-0.9	-0.2	-9.4	-1.4	7.6	-12.4	27.5	95.6	-0.1	-6.1	O=C(C1CCCN(Cc2nc(-c3cccs3)no2)C1)N1CCOCC1 (centres undefined)
2.4	0.2	-21.3	-1.6	6.0	21.4	0.7	103.7	0.9	-0.4	Cc1ccc(CNC(=O)C2CC(=O)N(C3CCCC3)C2)cc1 (centres undefined)
-0.9	3.4	-6.0	-4.2	19.0	3.8	nt	104.3	-1.4	0.3	COc1cc(/C=N/NC(=O)CNc2n[nH]c(=O)[nH]c2=O)ccc1O
0.6	0.6	-13.4	-4.0	21.9	34.4	-3.4	112.9	11.4	-3.6	Cc1n[nH]c(=O)c2c(NC(=O)CSc3ccccc3Cl)oc(C)c12
-0.5	-14.1	-6.7	-1.3	7.1	2.2	-0.5	105.5	-1.0	-0.2	O=C(COc1ccc(S(=O)(=O)NC2CCCC2)cc1)N1CCCCC1
0.9	0.9	0.9	-4.6	24.4	-6.1	-1.8	nt	2.3	-5.5	COc1ccc(CNC(=O)CN(C(=O)c2snc(C(N)=O)c2N)c2cccc(F)c2)cc1
nt	3.5	nt	nt	nt	36.9	4.9	107.2	nt	nt	COc1ccccc1NC(=S)NC(=O)Cc1ccccc1
3.2	-6.5	6.8	0.0	0.2	-0.2	-4.2	99.9	1.9	2.0	CCN(CC)CCc1nc(-c2ccccc2)no1
0.7	0.2	0.8	-0.1	0.7	0.6	-0.8	104.6	2.9	5.4	CC1C(=O)Nc2ccc(S(=O)(=O)NCc3ccc(Cl)cc3)cc2NC1=O (centres undefined)
3.3	4.5	-3.6	-3.2	19.7	-2.9	nt	nt	-5.3	0.3	CCOC(=O)CNC(=O)CSc1nc2cccnc2n1CC
0.0	-7.3	2.2	-1.0	5.4	21.4	7.4	97.4	-3.5	0.6	Cn1cc(Br)c(C(=O)NNC(=O)c2ccc(Br)cc2)n1
1.3	3.1	-1.8	-2.5	14.3	0.7	-1.9	98.9	-1.0	-2.1	Cc1ccc(-c2nc3ncccc3o2)cc1NC(=O)COc1ccccc1
1.1	-1.3	0.9	-1.0	5.1	-12.9	-21.2	86.6	1.6	-17.5	CC(C)(C)C(=O)/C(=C/c1ccncc1)n1cncn1
-1.0	3.4	-9.2	0.2	-0.8	33.4	nt	104.9	10.5	-2.8	CCCCOc1ccc(C(C)NC(=O)CCS(=O)(=O)Cc2ccc(Cl)cc2)cc1 (centres undefined)

Random draw from the library. About 3.1% of those tested had a hit in this group.
